H37Rv inhibition: M. tuberculosis growth inhibition, HTS (AID 449762). M. tuberculosis H37Rv growth inhibition, 7H9 media; higher % means a stronger effect. inhibition, % at 25 µM; hits with a dose series show IC50 in µM. 330,000 tested, 0.59% active; in the data active = a potency from the dose series; inconclusive = inhibition above about 70% without an active follow-up result;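 note: bacterial growth assessed after seven days of incubation; strong numbers were not always called active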
M. tuberculosis: growth inhibition of non-replicating M. tuberculosis (AID 488890); Mycobacterium tuberculosis non-replicating, growth inhibition; higher % means a stronger effect; one-dose inhibition, % at 25 µM; IC50 in µM for titrated hits; 320,000 tested, 0.39% active; in the data active = a potency from the dose series; inconclusive = inhibition mostly from about 82% at the one dose, without a potency; inactive = the rest, 99 in 100 with inhibition below about 76%;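 note: plate controls were DMSO cells for no effect and high antibiotic wells for full effect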
Salmonella PhoP GFP: PhoP regulon inhibitors, Salmonella typhi PhoP promoter GFP reporter, confirmatory (AID 1850) | Salmonella Typhi PhoP-promoter GFP reporter, fluorescence, 4 h; higher % means a stronger effect | inhibition, % at 50 µM; hits with a dose series show IC50 in µM | 310,000 tested, 0.33% active; in the data active = a potency from the dose series; inconclusive = inhibition mostly from about 25% at the one dose, without a potency; inactive = the rest, 99 in 100 with inhibition below about 19%;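 note: 0% = induced wells with vehicle and 100% = uninduced wells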
influenza NS1A: H1N1 influenza NS1A inhibitors, functional cell based assay (AID 504329); NS1A functional cell-based assay, percent inhibition; higher % means a stronger effect; inhibition, % at 12.5 µM; hits with a dose series show IC50 in µM; 340,000 tested, 0.3% active; in the data active = a potency from the dose series; inconclusive = inhibition above about 27% without an active follow-up result; note: strong numbers were not always called active
inhibitors of VEEV: inhibitors of VEEV TC-83 cytopathic effect, confirmation, Vero cells (AID 588727) | Vero cells, VEEV TC-83 cytopathic effect inhibition; higher % means a stronger effect | inhibition, % at 20 µM, or IC50 in µM where a hit was titrated | 350,000 tested, 0.13% active; in the data active = a potency from the dose series; inconclusive = inhibition mostly from about 14% at the one dose, without a potency; inactive = the rest, 99 in 100 with inhibition below about 12%; note: strong numbers were not always called active
inhibitors of VEEV 10K pilot screen: recorded beside inhibitors of VEEV, whose call it bears; inhibition, %; measured here: 10K pilot screen inhibition
The depositor's hits bear a star; i = inactive; ? = inconclusive; nt = no result given; & = joins results of further samples.

A first look:
SMILES	H37Rv inhibition	M. tuberculosis	Salmonella PhoP GFP	influenza NS1A	inhibitors of VEEV	others
CC1CCC(NC(=O)c2ccc(NC3=NC4CS(=O)(=O)CC4S3)cc2)CC1 (stereo not drawn)	1%	-7%	-2%	8%	2.1%
COC(=O)c1ccc(C(=O)OC)c(NC(=S)N2CCC(C(N)=O)CC2)c1	-7%	-4%	9%	-2%	1.2%
C=CCN1C(=O)C(=O)N(CC(=O)c2ccc3c(c2)CCCC3)C1=O	10%	7%	nt	-6%	3.2%
O=c1ccc(-c2ccc(S(=O)(=O)Nc3ccc(F)cc3)o2)n[nH]1	6%	0%	10%	-2%	i
CCCC(=O)NC(C)c1nc(-c2ccc(C)cc2)no1 (stereo not drawn)	-1%	16%	6%	-8%	1.5%
COc1cccc(-n2c(C)nnc2SCC(=O)Nc2ccccc2N2CCOCC2)c1	-13%	25%	5%	4%	i
O=C(O)CCNS(=O)(=O)c1ccc2c(c1)Cc1ccccc1-2	-7%	-8%	5%	-6%	1.1%
O=C(NCCc1ccccc1)C1CCC(CNc2nc(=S)[nH]c3ccccc23)CC1 (stereo not drawn)	-2%	0%	-24%	-5%	i
O=C(NNC(=O)C1CC1)c1cc(=O)[nH]c2ccccc12	-1%	2%	nt	2%	1.1%
CC(=O)c1c(C)[nH]c(C(=O)Nc2cccc(S(=O)(=O)N(C)C)c2)c1C	2%	2%	15%	5%	11%
COc1ccc(S(=O)(=O)N(CCc2ccccc2)CC(=O)O)cc1C	-12%	12%	-2%	7%	0.9%
O=C(Nc1ccccc1-c1nnn(CC(=O)N2CCOCC2)n1)c1ccccc1F	-1%	5%	-10%	15%	2.8%
Cc1cc(C)cc(NC(=O)c2cc3c(=O)n4ccccc4nc3s2)c1	9%	-5%	8%	-1%	2.1%
c1ccc2c(c1)ncn2CCN1CCCCC1	-3%	4%	10%	-1%	i
CCOC(=O)CC1C(=O)NCCN1C(=O)c1cccc(OC)c1 (stereo not drawn)	2%	-3%	-8%	1%	0.5%

All compounds of this part, from the start:
SMILES	H37Rv inhibition	M. tuberculosis	Salmonella PhoP GFP	influenza NS1A	inhibitors of VEEV	others
CC1CCC(NC(=O)c2ccc(NC3=NC4CS(=O)(=O)CC4S3)cc2)CC1 (stereo not drawn)	1%	-7%	-2%	8%	2.1%
COC(=O)c1ccc(C(=O)OC)c(NC(=S)N2CCC(C(N)=O)CC2)c1	-7%	-4%	9%	-2%	1.2%
C=CCN1C(=O)C(=O)N(CC(=O)c2ccc3c(c2)CCCC3)C1=O	10%	7%	nt	-6%	3.2%
O=c1ccc(-c2ccc(S(=O)(=O)Nc3ccc(F)cc3)o2)n[nH]1	6%	0%	10%	-2%	i
CCCC(=O)NC(C)c1nc(-c2ccc(C)cc2)no1 (stereo not drawn)	-1%	16%	6%	-8%	1.5%
COc1cccc(-n2c(C)nnc2SCC(=O)Nc2ccccc2N2CCOCC2)c1	-13%	25%	5%	4%	i
O=C(O)CCNS(=O)(=O)c1ccc2c(c1)Cc1ccccc1-2	-7%	-8%	5%	-6%	1.1%
O=C(NCCc1ccccc1)C1CCC(CNc2nc(=S)[nH]c3ccccc23)CC1 (stereo not drawn)	-2%	0%	-24%	-5%	i
O=C(NNC(=O)C1CC1)c1cc(=O)[nH]c2ccccc12	-1%	2%	nt	2%	1.1%
CC(=O)c1c(C)[nH]c(C(=O)Nc2cccc(S(=O)(=O)N(C)C)c2)c1C	2%	2%	15%	5%	11%
COc1ccc(S(=O)(=O)N(CCc2ccccc2)CC(=O)O)cc1C	-12%	12%	-2%	7%	0.9%
O=C(Nc1ccccc1-c1nnn(CC(=O)N2CCOCC2)n1)c1ccccc1F	-1%	5%	-10%	15%	2.8%
Cc1cc(C)cc(NC(=O)c2cc3c(=O)n4ccccc4nc3s2)c1	9%	-5%	8%	-1%	2.1%
c1ccc2c(c1)ncn2CCN1CCCCC1	-3%	4%	10%	-1%	i
CCOC(=O)CC1C(=O)NCCN1C(=O)c1cccc(OC)c1 (stereo not drawn)	2%	-3%	-8%	1%	0.5%
C[C@]12CCC(=O)C[C@@H]1CC[C@@H]1[C@@H]2CC[C@]2(C)[C@@H](O)CC[C@@H]12	-7%	5%	nt	1%	2.2%
N/C(=N\OC(=O)CSc1ccccc1)c1ccccn1	5%	-1%	-1%	11%	0.2%
N#CC1(C#N)C(c2ccccc2)OC23CCCCCC2C1(C#N)C(=N)O3 (stereo not drawn)	8%	14%	-5%	23%	0.8%
CC(=O)Nc1cccc(Oc2ccc3c(c2)C(=O)NC3=O)c1	-4%	-8%	1%	5%	i
O=C(COC(=O)c1cc(S(=O)(=O)N2CCOCC2)ccc1Cl)Nc1ccccc1Cl	nt	nt	nt	-14%	4.2%
CN(C)N=Nc1ccc2nc[nH]c2c1	-3%	66%	-8%	9%	1.6%
O=C(CN(c1ccc(F)cc1)S(=O)(=O)c1ccccc1)NCCSC1CCCCC1	3%	20%	2%	-3%	3.7%
COC(=O)c1ccc(COc2cccc3c2CCN(Cc2ccccc2)C3=O)o1	15%	26%	-6%	-1%	1.0%
CC(C)Cn1c(N)c(C(=O)NCc2cccs2)c2nc3ccccc3nc21	?	36%	6%	-43%	21%
Cc1cc(NS(=O)(=O)c2ccc(OCCNS(C)(=O)=O)cc2)no1	9%	-6%	-10%	-1%	0.5%
O=C(NCc1ccco1)c1ccc(N2CCOCC2)c([N+](=O)[O-])c1	2%	-1%	-2%	-3%	0.2%
CCOCN(C(=O)Cn1c(COC)nc2ccccc21)c1c(C)cccc1CC	-3%	20%	7%	3%	3.4%
Cc1ccc(NC(=O)CCC(=O)NNS(=O)(=O)c2ccccc2)c(C)c1	-1%	-4%	-3%	-33%	i
CC(C)Oc1ccc(S(=O)(=O)N2CCOCC2)cc1NC(=O)CCCSc1ccccc1	nt	nt	nt	0%	10%
CCOC(=O)c1c(S(=O)(=O)NCC(=O)N2CCN(c3ccccc3)CC2)c(C)n(C)c1C	-5%	8%	-4%	0%	1.0%
O=C(O)c1ccn2c(C(=O)c3ccc(Cl)cc3)c(-c3ccccc3)cc2c1	13%	18%	0%	-4%	i
Cc1cccc(NC(=S)NC2CCSc3ccccc32)c1 (stereo not drawn)	-3%	59%	-9%	8%	7.0%
Cc1cc(C)c2sc(N(CCCN(C)C)C(=O)c3ccc(S(=O)(=O)N(C)Cc4ccccc4)cc3)nc2c1	?	22%	17%	14%	i
Cc1ccc(S(=O)(=O)NCCCN2CCCC2)cc1	3%	-1%	-1%	-6%	i
CCNCc1cc2cc(C)ccc2[nH]c1=O	0%	12%	4%	1%	3.9%
CCC(C(=O)N1CCC2(CC1)OCCO2)n1c2ccccc2c2nc(=O)cc(C)n21 (stereo not drawn)	2%	4%	-8%	6%	i
CNC(=O)c1c(NC(=O)CS(=O)(=O)c2ccccc2)sc(C)c1C	1%	-13%	-8%	-6%	0.6%
CCCc1cc(C(=O)Nc2sc(C)c(CC)c2C#N)no1	11%	73%	4%	-16%	1.8%
CCOC(=O)C(NC(=O)c1ccccc1)=C1CCCCC1	-8%	4%	2%	-1%	i
Cc1ccc(S(=O)(=O)Nn2c(C)nnc2-n2nc(C)cc2C)cc1	1%	-1%	-14%	3%	0.2%
COC(=O)/C=C1\S/C(=N/N=C/c2ccc(Cl)cc2)NC1=O	5%	-15%	5%	2%	0.6%
C/C(=C\C(=O)c1ccc(Br)cc1)Nc1ccc(Cl)cc1	15%	49%	-5%	9%	0.3%	inhibitors of VEEV 10K pilot screen=1.6
CSCC[C@H](NC(=O)N1CCn2c1nc1ccccc12)C(=O)NC1CCCCC1	5%	8%	-4%	-7%	0.5%
CCOC(=O)c1sc(/S(C)=N\S(=O)(=O)c2cccc(Cl)c2)c2c1CCC=C2 (stereo not drawn)	-3%	2%	4%	1%	i
Cc1ccc(S(=O)(=O)N(CC(=O)NCCSc2ccccn2)c2ccc(C)c(C)c2)cc1	5%	51%	5%	-8%	8.8%
O=C(Nc1ccccc1F)c1ccc(-n2cncn2)nc1	-4%	14%	-7%	-5%	0.9%
Cc1cc2oc(C(=O)N(Cc3cccs3)C3CCS(=O)(=O)C3)cc(=O)c2cc1Cl (stereo not drawn)	-6%	30%	4%	2%	4.8%
COC(=O)c1cc(OC)c(OC)cc1NC(=O)CSc1ccccc1	10%	15%	0%	4%	8.2%
COc1cc(S(=O)(=O)NCCN2CCOCC2)ccc1-n1cnnn1	-6%	0%	-2%	4%	0.2%
CN1C(=O)[C@H](Cc2ccc([N+](=O)[O-])cc2)NC1=S	6%	-5%	-5%	-14%	0.4%
CC(C)(OC(=O)c1cccs1)c1cc2ccccc2c(=O)o1	-12%	-12%	nt	-6%	i
O=C1[C@@H]2[C@H](C(=O)N1Cc1cccnc1)[C@H]1C=C[C@@H]2C1	-2%	-4%	-11%	0%	4.5%	inhibitors of VEEV 10K pilot screen=0.6
CC(O)Cn1c(=O)c2c(nc(Br)n2Cc2ccccc2)n(C)c1=O (stereo not drawn)	5%	9%	-16%	-6%	i
S=c1nc(-c2ccccc2)[nH]n1-c1ccccc1	3%	-16%	-6%	-5%	1.9%
COCC(=O)N1CCCC(C(=O)c2ccc(-c3ccccc3)c(F)c2)C1 (stereo not drawn)	7%	2%	14%	2%	3.7%
Cc1ccc(NS(=O)(=O)c2cccc(C(=O)Nc3cccnc3)c2)c(C)c1	-3%	16%	nt	0%	1.6%
Cn1c(=O)[nH]c(=O)c2c1nc(Br)n2CCSc1ncccn1	-2%	0%	3%	8%	0.7%
CCOC(=O)C1CCN(Cc2ccc(F)c(Br)c2)CC1	6%	16%	-10%	-2%	i	inhibitors of VEEV 10K pilot screen=0.8
O=C(c1ccc(-n2cnnn2)cc1)N1CCN(C(c2ccccc2)c2ccccc2)CC1	-6%	-6%	6%	0%	4.6%
O=C(C1=C[C@H](C2CCCCC2)C[C@H](OCCCCO)O1)N1CCOCC1	1%	-3%	-4%	-3%	0.3%

Carrying on:
SMILES	H37Rv inhibition	M. tuberculosis	Salmonella PhoP GFP	influenza NS1A	inhibitors of VEEV	others
CC(=O)Nc1nc(SCC(=O)NCC2CCCO2)[nH]c(=O)c1NC(=O)c1cccs1 (stereo not drawn)	1%	4%	-2%	-17%	0.2%
COc1ccc(CNC(=O)c2cc(-c3ccccc3O)n[nH]2)cc1	-8%	-7%	-4%	-1%	2.4%
S=C(NNC(=S)NC1CC2C=CC1C2)NC1CC2C=CC1C2 (stereo not drawn)	-1%	?	-2%	nt	0.5%
O=C(COc1cccc2cccnc12)NNC(=O)Nc1ccccc1	-5%	2%	0%	4%	0.2%
CN(C)CCCNCCCNC(=O)c1ccco1	-12%	4%	-7%	3%&-6%	0.3%
COc1ccc(-c2nc(SCC(=O)N3CCCC3)n[nH]2)cc1	2%	-6%	2%	12%	1.8%
Cn1c(=O)[nH]c(=O)c2c1nc(CN1CCN(c3cccc(Cl)c3)CC1)n2Cc1ccccc1Cl	-5%	nt	-10%	6%	1.2%
COc1cc(CNc2ccc(N3CCCC3)cc2)cc(Cl)c1OC	32%	37%	12%	21%	28%
Cc1sc(NC(=O)Cc2ccc3c(c2)OCO3)nc1-c1ccc2c(c1)CCN2C(=O)c1ccccc1F	63%	24%	-4%	12%	2.5%	inhibitors of VEEV 10K pilot screen=5.2
C/C(Cn1nc([N+](=O)[O-])cc1C)=N\NC(=O)c1ccc(O)cc1O	8%	9%	-7%	-3%	0.3%
Cc1cc(N2CCCC2)nc(-c2ccccc2O)n1	0%	-1%	-2%	-13%	0.1%
CC(=O)c1ccc(N/C=C\C(=O)c2ccc(C)cc2)cc1	-3%	3%	-14%	0%	1.5%
CCN(CC(=O)Nc1c(F)cccc1F)C(=O)C1CCC1	0%	-7%	0%	-5%	0.4%
O=C(O)C1CC(O)CN1S(=O)(=O)c1ccc2ccccc2c1 (stereo not drawn)	-11%	8%	nt	-11%	0.7%
COc1cccc(CN2CCN(S(=O)(=O)c3ccc(Cl)s3)CC2)c1	2%	23%	8%	19%	i
O=C(Nc1ccccc1N1CCCC1)c1cccc(S(=O)(=O)N2CCOCC2)c1	-2%	7%	-9%	-2%	5.9%
COc1cc(/C=N/NC(=O)COc2cccc(F)c2)ccc1OS(=O)(=O)c1ccc(C)cc1	0%	16%	1%	-3%	9.3%
COc1cc(C(=S)N2CCCC2)ccc1OCC(N)=O	-3%	-9%	3%	-7%	0.8%
CC1(c2nnc(-c3ccccc3)o2)CC(c2c(Cl)cccc2Cl)=NO1 (stereo not drawn)	5%	68%	-3%	-1%	0.4%
COc1ccc(C(=O)C2CC2)cc1	nt	nt	nt	0%	2.9%

Source: PubChem BioAssay
